ALOX12 inh = blocks human arachidonate 12S-lipoxygenase | purified 12hLO, xylenol orange hydroperoxide absorbance | Potency, µM (highest dose often 108 µM), for inactives: top-dose activity change, negative = inhibition, actives largely listed as inhibitors | actives 1.1% (n = 580,000) | AID 1671190; active = well fitted inhibition curve with a large enough effect; inconclusive = small, poorly fitted or top-dose-only effect, or another doubt; inactive = no such curve, though single readings can be large or run the other way
Target sequence (P18054 whole entry, looked up): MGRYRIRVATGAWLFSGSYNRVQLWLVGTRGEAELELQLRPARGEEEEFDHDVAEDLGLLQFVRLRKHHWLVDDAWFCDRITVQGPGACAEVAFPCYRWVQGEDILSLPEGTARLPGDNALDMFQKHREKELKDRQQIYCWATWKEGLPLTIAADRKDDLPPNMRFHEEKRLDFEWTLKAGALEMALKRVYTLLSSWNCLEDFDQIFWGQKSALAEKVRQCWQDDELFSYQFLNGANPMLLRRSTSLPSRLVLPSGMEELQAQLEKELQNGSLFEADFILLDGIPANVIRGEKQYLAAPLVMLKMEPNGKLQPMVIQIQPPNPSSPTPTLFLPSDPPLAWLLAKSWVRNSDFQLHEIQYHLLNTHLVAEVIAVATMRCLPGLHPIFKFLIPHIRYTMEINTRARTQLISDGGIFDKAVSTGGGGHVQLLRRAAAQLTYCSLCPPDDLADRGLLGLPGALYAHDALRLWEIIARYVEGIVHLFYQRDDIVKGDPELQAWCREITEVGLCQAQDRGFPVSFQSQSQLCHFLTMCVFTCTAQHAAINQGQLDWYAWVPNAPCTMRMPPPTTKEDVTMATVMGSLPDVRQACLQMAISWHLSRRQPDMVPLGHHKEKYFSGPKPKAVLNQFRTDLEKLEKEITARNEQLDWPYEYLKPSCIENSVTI
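Hydroperoxide product was detected by ferrous iron/xylenol orange as the 573 to 405 nm absorbance ratio. Arachidonic acid at 40 uM (final) was turned over for 30 min at room temperature by 150 nM human 12hLO, pH 7.0 Hepes buffer, after 15 min compound preincubation.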
* marks the source's active call; other numbers are inactive results; ? = inconclusive; [ ] = another dose, or the depositor's remark. % is set by controls: 0 for no effect and ±100 for the full control effect; potency is the fitted concentration of half-maximal effect.

SMILES	ALOX12 inh
CCCCc1nn2c(=O)cc(COC(=O)COc3ccccc3Cl)nc2s1	-5%
CC(=O)Oc1c(-c2ccc(NC(=O)c3ccco3)cc2)c(-c2cccc(C)c2)nn1-c1cccc(F)c1	?
CCN(CC)CCCOC(=O)c1ccc(O)cc1O	?
CC(Sc1nnc(Nc2ccccc2F)s1)C(=O)N1CCc2ccccc21 (stereo unspecified)	14%
O=C(NCc1cccnc1)C1CCc2nnc(-c3ccc(Cl)cc3Cl)n21 (stereo unspecified)	-3%[6.33 µM]
O=C(c1ccccc1)N1CCC2(CCCCO2)CC1	12%
CCOC(=O)n1ccn(C)c1=S	?
COc1ccc(OCC2(C)COc3ccc(C(=O)NCC4CCOCC4)cc3N2)cc1 (stereo unspecified)	2%[176 µM]
CCc1ccc(S(=O)(=O)N2[C@@H]3CC[C@H]2CC(NC(=O)c2ccncc2)C3)cc1 (stereo partly specified)	?
CCN(CC)S(=O)(=O)c1ccc(C(=O)N(c2ccccc2)c2nc(C)cs2)cc1	?
Cc1ccc(Nc2nc(NC3CCCCCC3)nc3c2cnn3-c2ccccc2)cc1	-1%
N#CCc1c(C#N)c(N)nc(NCc2ccccc2)c1C#N	0%
Fc1ccc(C2Cn3nnc(-c4nc(-c5cccc(Cl)c5)no4)c3CO2)cc1 (stereo unspecified)	20%
Cc1cc(S(=O)(=O)N2C[C@@H](F)C[C@H]2C(=O)N2CCCCC2)ccc1F	61%[activator]
Cc1ccc(F)cc1NC(=O)c1cc(-c2ccc[nH]2)n[nH]1	16µM*
CC(C)NC(=O)C[C@@H]1c2nc(NC(=O)c3ccc(C(C)(C)C)cc3)sc2C[C@@H]2[C@](C)(CO)[C@H](O)CC[C@]21C	?
Cn1c(-n2cccc2)c(-c2c(-c3cccc4ccccc34)[nH]c3c2c(=O)[nH]c(=O)n3C)c(=O)[nH]c1=O	18µM*
COc1ccc(CN2Cc3cc(NC(=O)c4ccccc4)ccc3OC(C)C2=O)cc1 (stereo unspecified)	38%
COc1cc(O)ccc1CN1CCCC(COc2ccccc2C(=O)N2CCOCC2)C1 (stereo unspecified)	?
CC(O)CN(c1ccccc1)S(=O)(=O)c1cc(C(=O)O)cc2c1CCC2 (stereo unspecified)	-15%
CN1CCCN(C[C@@H]2CN(S(C)(=O)=O)C[C@@H]2CO)CC1	13%
Cc1noc(C)c1-c1cc2cc(CN(C)C)oc2c(NCCOc2ccccc2)n1	?
CCC(C(=O)NCc1nnc2cc(-c3nc(C4CC4)no3)ccn12)c1ccccc1 (stereo unspecified)	30%
Cc1ccc(S(=O)(=O)N2CC(C(=O)NC3CCCCC3)C3(CCOCC3)C2)cc1 (stereo unspecified)	?
COC(=O)[C@@]12C[C@@H](CC(=O)N3CCCC3)C(=O)N(Cc3ccco3)C1=CCC(C)(C)C2	5%

Reprinted at random: 7 entries already listed
SMILES	ALOX12 inh
CCCCc1nn2c(=O)cc(COC(=O)COc3ccccc3Cl)nc2s1	-5%
CCc1ccc(S(=O)(=O)N2[C@@H]3CC[C@H]2CC(NC(=O)c2ccncc2)C3)cc1 (stereo partly specified)	?
COc1ccc(CN2Cc3cc(NC(=O)c4ccccc4)ccc3OC(C)C2=O)cc1 (stereo unspecified)	38%
CC(C)NC(=O)C[C@@H]1c2nc(NC(=O)c3ccc(C(C)(C)C)cc3)sc2C[C@@H]2[C@](C)(CO)[C@H](O)CC[C@]21C	?
CC(Sc1nnc(Nc2ccccc2F)s1)C(=O)N1CCc2ccccc21 (stereo unspecified)	14%
CCOC(=O)n1ccn(C)c1=S	?
Cc1ccc(F)cc1NC(=O)c1cc(-c2ccc[nH]2)n[nH]1	16µM*

New compounds follow:
SMILES	ALOX12 inh
CC(C)C(Sc1nnc(-c2ccccc2)o1)C(=O)NCc1cccnc1 (stereo unspecified)	-25%
CCCNC(=O)NCCN(C)C	-16%
Cc1cccnc1C(=O)NC1CCN(c2ccc(=O)n(C)n2)CC1	28%
CC(C)N(Cc1ccccc1)S(=O)(=O)c1cccc2nsnc12	-5%
Cc1nc(N2CCCCC2)n(CC(=O)Nc2ccc(F)cc2)c(=O)c1C	26%
O=C(N1CCC[C@@H]1c1noc2ccccc12)C(F)(F)F	-2%
O=C(CC(c1ccccc1)c1ccc2c(c1)OCO2)N1CCSCC1 (stereo unspecified)	-16%
Cc1ccc(NC(=O)N2CC(N(Cc3cccnc3)S(C)(=O)=O)C2)cc1C	0%
CCCc1noc(-c2cn(C3CCN(C(=O)c4ccc(OC)nc4OC)CC3)nn2)n1	2%
CCN(CC)S(=O)(=O)c1ccc(-c2csc(N)n2)cc1	8%
COc1cccc(/C=C/C(=O)c2cc3ccccc3oc2=O)c1	-16%
CCCn1c(=O)c2ccccc2n(CC(=O)N(C)c2cccc(Cl)c2)c1=O	-34%
Cc1cccc([S+](=O)([O-])N2CCC3(CC2)OCCN(c2cccnc2)C3=O)c1	?
O=C(c1cccnc1)N1C[C@H]2[C@@H](c3ccccc31)[C@@H](CO)N2C(=O)Nc1ccccc1Cl	-15%
Cc1nn(C(C)C(=O)NCc2ccco2)c(=O)c2c1sc1ccccc12 (stereo unspecified)	-14%
CC(C)CN1CC2(CCN(C(=O)c3csnn3)CC2)C1	-10%[57.4 µM]
CC(C)c1cc(C(=O)O)c2c(C3CC3)nn(-c3ccccc3)c2n1	-22%
O=C(NC(Cc1c[nH]c2ccccc12)C(=O)O)c1ccccc1F (stereo unspecified)	?
O=C(NC[C@H]1O[C@@H]2C[C@@H](CC(=O)N3CCOCC3)O[C@@H]2[C@@H]1O)Nc1cccnc1	?
Cc1cccc(-n2nc(C)c(C(=O)N(C)Cc3ccccc3)c2-n2cccc2)c1	?
FC(F)c1n[nH]c(C(F)F)c1Cl	24%
CC1Oc2ccc(NC(=O)COc3ccccc3)cc2CN(Cc2ccccc2Cl)C1=O (stereo unspecified)	39%[activator]
CC(C)NC(=O)C1CCc2nnc(CNC(=O)C3CC3)n21 (stereo unspecified)	?
CCOc1cc(C2C(C(=O)OC)=C(C)NC3=C2C(=O)c2ccccc23)ccc1OCc1ccccc1 (stereo unspecified)	?
Brc1ccc(OCCSc2nc3ccccc3o2)cc1	89%[activator]

Next section:
SMILES	ALOX12 inh
COc1ccc(C(=O)N2CCC(Cc3nncn3Cc3ccccc3)C2)cc1 (stereo unspecified)	36%[activator]
CC(/C=N/NC(=O)C1CC1c1ccc(C(C)(C)C)cc1)c1ccccc1 (stereo unspecified)	37%[activator]
Cc1cc(C)c2c(CC(=O)N[C@@H]3CCOC[C@H]3Oc3ccccn3)coc2c1	35%[activator]
O=C(NCC1CCCO1)N1CC(n2cc(C(=O)N3CCOCC3)nn2)C1 (stereo unspecified)	33%[activator]
CN(C)C[C@@H]1CN(c2ncccn2)C[C@H]1NC(=O)c1cccc(F)c1	1%
COCC(=O)N1CC(C(=O)O)C2(CCOCC2)C1 (stereo unspecified)	?
COc1ccc(-c2noc([C@@H](C)NC(C)=O)c2C(=O)O)cc1	5%[176 µM]
COc1ccc(S(=O)(=O)Nc2ccccc2CCc2nc3ccccc3n2C)cc1	24%
Cc1cc(C)c(C(N)C(=O)O)c(C)c1 (stereo unspecified)	-10%
COc1ccc(CCc2nc3nccc(-c4cccnc4)n3n2)cc1	32%
COc1ccc(C(=O)NC(C(=O)N2CCCCC2)C2CCN(C(=O)C3CC3)CC2)cc1 (stereo unspecified)	51%[activator]
Cc1ccc(NC(NC(=O)c2ccco2)C(=O)c2ccc(C)cc2)cc1 (stereo unspecified)	2%
COC(=O)c1[nH]c2ccccc2c1NC(=O)CCN1CCCCC1	0%
COc1ccc(-c2cnc3[nH]cc(CC(=O)NCCc4ccccn4)c3c2)cc1	3%[176 µM]
COC(=O)C1CCN(C(=O)CC[C@H]2CNC(=O)[C@@H]3[C@@H](CCN3Cc3ccc(O)cc3)N2C)CC1	41%[activator]
CCOCCOC1CCN(C(=O)c2ccccn2)CC1	18%
CCCCC(=O)NC1(C(F)(F)F)C(=O)N(Cc2ccccc2)C(C)=C1C(=O)c1ccccc1 (stereo unspecified)	15%
O=C1Nc2ccc(-c3ccco3)cc2C(=O)N2CCN(C(=O)NC3CCCCC3)C[C@H]12	8%[176 µM]
Cc1occc1C(=O)Nc1ccccc1Oc1ccccc1	18%
Cc1nc(S(=O)(=O)N2CCCCC2)c(C#N)c(C)c1Cl	?
COc1cc(-c2cccs2)cc2c1OCCN(C(=O)C(C)Cn1cncn1)C2 (stereo unspecified)	31%
Cc1nnc2n1CCC(NC(=O)c1ccc(=O)[nH]c1)CC2 (stereo unspecified)	72%[activator]
COc1ccc2cc(C(=O)Nc3ccc(N(C)C)c(C)c3)c(C)nc2c1	-44%
COc1cc(CN(C)C(=O)Cc2nc(-c3cccs3)oc2C)ccc1OC(F)F	14%
CC(Oc1ccc(C(C)(C)C)cc1)C(=O)Nc1cccc2cccnc12 (stereo unspecified)	5%

Marked active in ALOX12 inh, of those listed so far:
SMILES	ALOX12 inh
Cc1ccc(F)cc1NC(=O)c1cc(-c2ccc[nH]2)n[nH]1	16µM*
Cn1c(-n2cccc2)c(-c2c(-c3cccc4ccccc34)[nH]c3c2c(=O)[nH]c(=O)n3C)c(=O)[nH]c1=O	18µM*

Further records follow.
SMILES	ALOX12 inh
O=C(O)c1ccc(CNC2C3CC4CC(C3)CC2C4)cc1 (stereo unspecified)	?
Cc1nnc2n1CCC(NC(=O)NCc1ccco1)CC2 (stereo unspecified)	31%
O=C(c1cnn2cc(CCO)cnc12)N1CCCC(CCc2ccc(F)cc2)C1 (stereo unspecified)	2%
O=C(NCc1nnc2n1C(C(=O)O)CC2)c1ccccc1 (stereo unspecified)	?
COC(=O)Cc1c(OC)ccc2cc(Br)ccc12	44%[activator]
O=C(NCCN1CCOCC1)c1cc2nc(-c3cccs3)cc(C(F)(F)F)n2n1	?
O=C(NCc1cccnc1)c1cc(-c2ccncc2)nc2ccccc12	33%[activator]
COc1ccc2cc(CNCc3ccccc3Cl)c(N3CCCC(CO)C3)nc2c1 (stereo unspecified)	3%
CCc1nn2c(=O)cc(CN(CC)C3CCCCC3)nc2s1	0%
CC1=C[C@@H](CN(CC2CC2)CC2CC2)[C@H](C(C)C)C[C@H]1Cc1nc2ccncc2[nH]1	60%[activator][176 µM]
O=C(O)CN(Cc1ccc(Br)cc1)S(=O)(=O)c1ccc(Cl)cc1	-17%
CCC(=O)c1c(O)cc(O)cc1O	9%
O=C(Nc1cc(Cl)ccc1F)C1CC(=O)N(C2CCCC2)C1 (stereo unspecified)	-7%
COCCN(Cc1cnn(C)c1)C(=O)C1CC2(CCNCC2)CN1 (stereo unspecified)	-3%
COc1ccc(C(=O)CSc2nnc(Nc3ccccc3F)s2)c(OC)c1	10%
CN1C(=O)C(Br)(Br)CC1c1cccnc1 (stereo unspecified)	-18%
CCOc1ccc(Cl)cc1/C=C(\C#N)c1nc2cc(C)c(C)cc2[nH]1	0%
Cn1cc(CN2CCCN(S(=O)(=O)c3ccccc3)CCC(=O)NCC2)c2ccccc21	25%
CCOC(=O)C(CNc1ccc(O)cc1)NC(=O)c1ccccc1 (stereo unspecified)	?
COc1ccc(C(=O)N2CCC(N3CCCCCC3)CC2)cc1	?
CCNC(=O)[C@@H]1CCCN1C(=O)[C@H](CCCN=C(N)N)NC(=O)[C@H](CC(C)C)NC(=O)CNC(=O)[C@H](Cc1ccc(O)cc1)NC(=O)[C@H](CO)NC(=O)[C@H](Cc1c[nH]c2ccccc12)NC(=O)[C@H](Cc1cnc[nH]1)NC(=O)[C@@H]1CCC(=O)N1	1%[22.9 µM]
O=C(Nc1ccc(F)cc1)N1CCC(O)(c2csc(CN3CCc4ccccc4C3)n2)CC1	88%[activator]
Cc1ccccc1Cn1cc(-c2ccncc2)cc1C(=O)NC(C)c1ccccn1 (stereo unspecified)	80%[activator]
COc1ccc(C2CC(=O)C=C(Nc3ccc(Cl)cc3)C2)cc1 (stereo unspecified)	1%
Cn1c(-c2ccncc2)nc2cc(C(=O)N3CCCC3c3nccs3)cc(NC(=O)C3CCC3)c21 (stereo unspecified)	7%

(continued)
SMILES	ALOX12 inh
O=C1CC(c2ccccc2)N(C(=O)CNC(=O)c2c[nH]c3ccccc23)CCCCCN1 (stereo unspecified)	31%
CN1CC2(CCCN(Cc3cc4ccccc4o3)C2)OC1=O (stereo unspecified)	85%[activator]
CC1CCCCN1S(=O)(=O)c1ccc(C(=O)Nc2ccc(Cl)c3ncsc23)cc1 (stereo unspecified)	-8%
CNC(=O)[C@@H]1CN(C(=O)COc2ccc(Cl)cc2C)C[C@H]1COC	54%[activator]
COC(=O)C1=C(C)Nc2nc3ccccc3n2C1c1ccc(O)c(OC)c1 (stereo unspecified)	25%
Cc1cc(C)c2c(c1)/C(=N/Nc1nc3ccccc3[nH]1)CCC2	28%
Cc1cc(C)cc(CCC(=O)NC2(C#N)CCCCC2)c1	52%[activator]
CCCc1ccc(S(=O)(=O)Nc2cc(C(=O)N(C)CC(=O)NC)ccc2N2CCNCC2)cc1	?
CN(CCc1ccccc1)Cc1cc(C(=O)N2CCOc3ccccc3C2)no1	39%[activator]
COCCNC(=O)CSc1cc(C(=O)NC2CC2)c2ccccc2n1	-3%
CN(C)CCNc1cccc(Br)c1	?
N#Cc1cccc(C(=O)NC(c2cccs2)C2CCCC2)c1 (stereo unspecified)	-43%
CCOc1ccc(N2C(=O)c3c(C(=O)OC)ncn3CC2(C)C(=O)NC2CCCCCC2)cc1 (stereo unspecified)	?

Exported with bars between the fields: entries from further up.
SMILES | ALOX12 inh
Cc1nc(S(=O)(=O)N2CCCCC2)c(C#N)c(C)c1Cl | ?
COc1cc(-c2cccs2)cc2c1OCCN(C(=O)C(C)Cn1cncn1)C2 (stereo unspecified) | 31%
Cc1nnc2n1CCC(NC(=O)c1ccc(=O)[nH]c1)CC2 (stereo unspecified) | 72%[activator]

Assay outcomes as filed in PubChem BioAssay.

These rows are one share of the data; count on the stated rates, not on these rows.
